# sEH inhibitor: soluble epoxide hydrolase inhibitors, primary screen, biochemical, human sEH; Bifunctional epoxide hydrolase 2 (Homo sapiens), P34913; recombinant human sEH enzymatic activity assay; inhibition, % at 2 µM; 0.34% of 91,000 active; in the data active = inhibition above about 80%; note: values of inactives mirror those of a sister screen read the other way; many of its hits are not listed in these tables
# Target sequence (P34913 whole entry, looked up): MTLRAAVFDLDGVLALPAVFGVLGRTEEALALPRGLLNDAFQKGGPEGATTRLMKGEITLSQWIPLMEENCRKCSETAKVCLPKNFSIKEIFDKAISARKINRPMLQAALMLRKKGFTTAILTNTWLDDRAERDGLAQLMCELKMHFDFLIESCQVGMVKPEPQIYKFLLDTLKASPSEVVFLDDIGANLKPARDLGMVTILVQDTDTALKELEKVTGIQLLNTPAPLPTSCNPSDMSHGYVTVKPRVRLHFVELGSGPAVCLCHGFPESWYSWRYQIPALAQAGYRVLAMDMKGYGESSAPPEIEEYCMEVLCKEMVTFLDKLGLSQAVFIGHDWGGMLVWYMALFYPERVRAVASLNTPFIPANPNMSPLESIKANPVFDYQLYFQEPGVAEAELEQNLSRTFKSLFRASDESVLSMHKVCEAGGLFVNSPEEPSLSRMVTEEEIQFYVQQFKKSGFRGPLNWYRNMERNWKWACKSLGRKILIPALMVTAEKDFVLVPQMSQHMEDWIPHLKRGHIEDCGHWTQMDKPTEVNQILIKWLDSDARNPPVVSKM
# F-actin modifier: modifiers of F-actin cytoskeleton organization, primary screen, imaging, HUVEC, phalloidin staining, high-content imaging. HUVEC TNFa F-actin phalloidin imaging. inhibition, % at 2 µM. 0.18% of 91,000 active. AID 836, 2007;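 active = inhibition above the batch mean plus 3 SD and confirmed as a hit by visual image inspection, cut at about 30% in these data, passing the limit was not always enough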; note: strong numbers were not always called active
# IL1B cytotox: cytotoxicity in IL-1B stimulated HUVEC, primary screen, cytotoxicity control for IL-1B NFkB translocation project, imaging, Hoechst nuclear count, IL-1B stimulus. 0.41% of 94,000 active. AID 845, 2007. cell count reduction, % at 2 µM. HUVEC cell count loss;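 active = cell count reduction more than 3 SD above the screen-wide mean, cut at about 70% in these data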;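 note: normalized per plate to untreated control cells as the no-loss baseline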
# Ecoli WT expand: growth inhibitors of wild-type E. coli, primary screen, strain BW25113, expanded library, OD600 | 0.15% of 98,000 active | AID 710, 2007 | OD600 absorbance | growth inhibition, % at 100 µM;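 active = growth inhibition above about 50% at one test dose, limit read from the data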;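 note: growth measured after 20 h incubation at 37 °C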
# HUVEC tox TNFa: cytotoxicity in TNFa-stimulated HUVEC, primary screen, cytotoxicity control for VCAM1 expression modulator project, imaging, Hoechst nuclei count. HUVEC TNFalpha-stimulated, Hoechst cell count. cell count reduction, % at 2 µM. 0.17% of 93,000 active. AID 848, 2007;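 active = cell count reduction exceeding the screen mean by over 5 SD, scaled to untreated wells per plate, cut at about 78% in these data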;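 note: cells counted after 24 h of TNF alpha exposure following the 1 h pretreatment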
# hDAT+cocaine: changed hDAT dopamine uptake under cocaine IC80, either direction, primary screen, cocaine antagonist project, cell-based, LLC-PK1 hDAT, [14C]-dopamine uptake, MLSMR; LLC-PK1 hDAT cells, [14C]-dopamine uptake with cocaine IC80; actives deviate in either direction; B-score at 10 µM; 1.3% of 110,000 active;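 active = Z score or B-score, a plate-position-corrected score, falls beyond the plate's 99.7% confidence bounds, in either direction; inactive = both scores lie inside the 99.7% bounds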;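 note: scored against the spread of the other compound wells on the same plate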
# PLK1 inh: human PLK1 kinase inhibitors, primary screen, biochemical, TR-FRET. Serine/threonine-protein kinase PLK1 (Homo sapiens), P53350. recombinant PLK1 kinase, TR-FRET peptide phosphorylation. inhibition, % at 10 µM. 0.53% of 97,000 active. AID 619, 2007;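 active = inhibition of 50% or more in the single-concentration screen; inactive = inhibition below 50%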;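 note: 0% = DMSO max control and 100% = H-89 dihydrochloride min control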
# Plk1 PBD FP: Plk1 polo box domain binding inhibitors, primary screen, biochemical, fluorescence polarization; Plk1 PBD phosphopeptide binding; inhibition, %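 (tested at about 20 µM)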; 0.13% of 97,000 active; in the data active = inhibition above about 34%, passing the limit was not always enough
# VCAM1 TNFa inh: inhibitors of TNFa-induced VCAM1 expression, primary screen, imaging, HUVEC, TNFa stimulus, immunofluorescence; HUVEC TNFa-induced VCAM-1 immunofluorescence, high-content imaging; inhibition, % at 2 µM; 0.48% of 95,000 active; AID 802, 2007;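 active = inhibition above the batch mean plus 3 SD, with images confirmed as a hit by eye, cut at about 37% in these data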;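 note: 0% = TNF-stimulated DMSO wells and 100% = unstimulated control wells; not every result past the cut was called active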
# Starred values were filed as active, the others as inactive; / = no result given.
SMILES,sEH inhibitor,F-actin modifier,IL1B cytotox,Ecoli WT expand,HUVEC tox TNFa,hDAT+cocaine,PLK1 inh,Plk1 PBD FP,VCAM1 TNFa inh
CS(=O)(=O)N(CC(=O)NCc1ccco1)c1ccccc1Cl,9,4,-28,2,-22,-0.098,-34,-1,0
Cc1ccc(S(=O)(=O)N2CCN(C(=O)N3CCOCC3)C2c2ccc(N(C)C)cc2)cc1 (stereo unspecified),5,7,-49,-3,-4,-1.1,-11,35,-2
COc1cc(OC)cc(-c2nc(-c3cc4cc(C)ccc4nc3OC)no2)c1,17,-34,-6,-8,-27,-1.1,-39,-1,-1
CCN(CC)S(=O)(=O)c1cccc(C(=O)NC(C(=O)NC2=NCCS2)C(C)C)c1 (stereo unspecified),5,-6,-45,3,-22,0.18,-12,-22,-1
CCCCCCC1NC(C(=O)O)CS1 (stereo unspecified),-5,-6,19,1,-13,0.6,-10,-11,2
COCCOC(=O)c1c(C)oc2ccc(NS(=O)(=O)c3ccccc3)cc12,2,-9,4,-1,12,2.1,-14,-25,-10
CCOC(=O)c1sc(NC(=O)CSc2nnc(C(C)C)n2CC)nc1C,6,8,-19,7,-20,2.5*,7,-1,10
O=S(=O)(NCc1ccco1)c1cccc(S(=O)(=O)N2CCOCC2)c1,/,-50,-26,11,-5,-0.83,11,-14,-5
COc1ccc(N2CCC(CNC(=O)Nc3ccc(OC)cc3OC)C2)cc1 (stereo unspecified),44,16,-77,-7,5,/,-15,-39,11
COc1ccc(C(CC(=O)O)NC(=O)COc2ccccc2)cc1 (stereo unspecified),-2,8,20,-3,-16,-0.03,-2,15,1
COCCn1nnnc1C(C(C)C)N1CCC(Cc2ccccc2)CC1 (stereo unspecified),/,5,-34,-7,-32,0.063,-14,15,-10
CN(Cc1ccccc1)C(=O)CSc1nc2c(c(C(F)(F)F)n1)CCc1ccccc1-2,5,-10,7,/,-9,0.64,-38,-11,4
Cc1ccc(-c2nnn(CC(=O)NCCC3=CCCCC3)n2)cc1,8,4,-3,/,-18,-1.6,-3,-14,6
COc1ccc2[nH]c(O)c(NC(C)=O)c2c1,4,12,-13,-4,-23,0.6,4,-7,21
COCCCNC(=O)CSC1=Nc2ccccc2C2=NC(CC(=O)NCc3ccccc3)C(=O)N12 (stereo unspecified),7,-34,-22,3,-13,0.048,-2,-10,22
Oc1ccc(N2CCN(C(c3cccnc3)c3nnnn3Cc3ccccc3)CC2)cc1 (stereo unspecified),-12,-5,7,3,-17,1.1,-5,-1,-19
Cc1cc(C(=O)Nc2ccc(S(=O)(=O)N3CCCC3)cc2)cs1,69,-15,2,11,13,0.43,-3,5,22
O=C(NCc1ccco1)c1ccccc1Br,-9,2,-53,-4,-19,1.7,-13,1,7
Cc1ccc(C(C(=O)NC2CCCCC2)N(CC2CCCO2)C(=O)CNC(=O)c2ccco2)cc1 (stereo unspecified),-9,-8,6,-5,-9,0.033,-6,10,5
O=C(O)c1cccc(S(=O)(=O)Nc2ccc3oc(=O)sc3c2)c1,2,/,17,0,-28,-2,-1,-2,-8

# Record cards, as listed above:
# `COCCn1nnnc1C(C(C)C)N1CCC(Cc2ccccc2)CC1` (stereo unspecified) across the screens: sEH inhibitor = /; F-actin modifier = 5; IL1B cytotox = -34; Ecoli WT expand = -7; HUVEC tox TNFa = -32; hDAT+cocaine = 0.063; PLK1 inh = -14; Plk1 PBD FP = 15; VCAM1 TNFa inh = -10
# `O=S(=O)(NCc1ccco1)c1cccc(S(=O)(=O)N2CCOCC2)c1` across the screens: sEH inhibitor = /; F-actin modifier = -50; IL1B cytotox = -26; Ecoli WT expand = 11; HUVEC tox TNFa = -5; hDAT+cocaine = -0.83; PLK1 inh = 11; Plk1 PBD FP = -14; VCAM1 TNFa inh = -5

# Next section:
SMILES,sEH inhibitor,F-actin modifier,IL1B cytotox,Ecoli WT expand,HUVEC tox TNFa,hDAT+cocaine,PLK1 inh,Plk1 PBD FP,VCAM1 TNFa inh
O=C(CCCN1C(=O)c2ccccc2C1=O)Nc1cccnc1,11,14,-46,/,-7,0.4,-4,14,20
COc1cccc(N2C(=O)C3ON(c4ccccc4)C(c4cccs4)C3C2=O)c1 (stereo unspecified),-9,0,1,5,-24,2,-11,12,2
COCCNC(=O)c1cc(-c2ccccc2OC)on1,-5,-10,-62,9,-7,0.7,-9,28,17
CC1(C)Cc2ccccc2-c2nnc(SCC(=O)N3CCN(c4ccccc4)CC3)n21,20,-9,-35,-4,-33,1.7,-6,-29,-10
O=C(COc1ccccc1)N/N=C/c1cc2c(cc1[N+](=O)[O-])OCO2,25,11,14,-4,-4,-0.004,-8,19,4
CCOC(=O)C1=C(C)NC(=O)C(C(N)=O)C1c1ccccc1 (stereo unspecified),-41,14,-7,1,0,0.73,-5,13,-43
O=C(NCCCN1CCN(c2ccccc2)CC1)Nc1ccccc1C(F)(F)F,-13,-4,13,4,-5,-0.12,-40,6,18
COC(=O)CCC(=O)N1CCOCCOCCN(C(=O)CCC(=O)OC)CCOCCOCC1,4,4,8,/,-18,-0.69,-8,-3,-4
CCOC(=O)C1CCN(C(=O)c2ccc(Cl)c(S(=O)(=O)N3CCOCC3)c2)CC1,3,-1,12,-2,-15,0.17,2,-1,-2
CC(C(=O)N=c1sc2ccccc2n1C)N1C(=O)C2CC=CCC2C1=O (stereo unspecified),/,1,-13,-1,49,0.65,-10,13,6
Cc1cc(C)n2nc(Cc3ccccc3)nc2n1,-10,7,12,1,-12,-1.4,-16,-7,10
Cc1cc(C)c(S(=O)(=O)N(C)CC(=O)NC2CCCC2)c(C)c1,2,-1,-12,8,-11,-0.52,-18,-5,22
COc1ccc(NC(=O)C(F)(OC)C(F)(F)F)c(OC)c1 (stereo unspecified),0,17,3,0,-11,-0.37,-16,14,1
CCOCCc1nnc(NC(=O)Cc2ccccc2)s1,-6,-4,-17,6,-1,2.4,-6,-20,4
Cc1cccc(N(CC(=O)Nc2c(C)n(C)n(-c3ccccc3)c2=O)S(C)(=O)=O)c1,3,14,7,6,-12,-0.0071,-11,-16,-6
Cc1cc(NS(=O)(=O)N(C)C)ccc1C(C)C,-7,2,-27,5,-15,-0.96,-4,-26,-1
O=C(c1cc2ccccc2oc1=O)N(Cc1ccco1)C1CCS(=O)(=O)C1 (stereo unspecified),-25,-2,-12,-5,-48,0.24,-6,-5,-15
O=C(CCN1C(=O)COc2ccccc21)NCCCN1CCN(c2ccccc2F)CC1,-13,-4,-136,-5,-1,1.3,-13,-12,1
CCOC(=O)c1c(C)oc2c(F)c(F)c(F)c(F)c2c1=O,7,0,-115,4,6,-0.55,-13,3,-16
O=C(Cn1cc(C(=O)C2CC2)c2ccccc21)NC1CCCC1,7,-21,10,-4,5,-0.45,-13,-16,-9
COC(=O)COc1ccc(S(=O)(=O)Nc2cc(OC)ccc2OC)cc1,-35,4,-1,1,-29,0.53,-2,-8,18
Cc1ccccc1NC(=O)CSc1nnc(-c2ccco2)c(-c2ccco2)n1,-15,26,/,4,-11,/,-7,-1,1
COc1ccc(NC(=O)c2cc(-c3cccnc3)nc3c(C)c(C)ccc23)c(OC)c1,-4,-15,2,-4,-13,0.69,-3,4,12
N#Cc1nc(COc2ccccc2)oc1N1CCCCCC1,/,-11,-7,7,-3,0.0064,-17,-10,17
CC(C)C(=O)N1CCN(c2ccc(NC(=O)c3cccs3)cc2)CC1,12,0,-54,/,-4,-0.78,-10,-14,-4
O=C(COC(=O)c1cc(-c2ccc(Cl)s2)nc2ccccc12)NCc1ccco1,-12,8,22,-19,-16,0.27,-10,4,10
CCC(=O)NC(Nc1nc2ccc(C)cc2s1)(C(=O)OC)C(F)(F)F (stereo unspecified),6,16,18,0,-33,0.55,-27,-11,19
COc1ccc(CS(=O)(=O)/C(Cl)=C(/Cl)C(=O)Nc2ccc(OC)nc2)cc1,-5,5,/,4,14,-0.61,-4,4,42*
CCOc1cc(C2CC(=O)NC(SCC)=C2C#N)ccc1O (stereo unspecified),/,5,3,-5,-54,-0.36,-13,-20,19
CCC(=O)c1ccccc1OCCCn1cncn1,2,-3,3,4,-12,-1.1,-8,-20,11
O=C(NCCN1CCOCC1)c1cc2n(n1)C(C(F)(F)F)CC(c1ccc(F)cc1)N2 (stereo unspecified),-5,-15,20,1,-7,-0.22,-3,11,-40
Cc1ccc(NC(=O)N2CCC(C(N)=O)CC2)cc1,6,7,0,3,-23,-0.24,-11,-20,-13
CCNC(=O)N1C(=O)C2(OCCO2)c2cc(Br)ccc21,-13,-4,-46,-2,-8,0.98,-12,-7,-4
O=C(NC1CCCCC1)C(c1ccncc1)N(Cc1ccccc1)C(=O)c1ccc(-c2ccccc2)[nH]1 (stereo unspecified),-4,-6,13,-9,-2,/,-10,1,-24
O=C(NCc1ccco1)C1Cc2ccccc2CN1S(=O)(=O)c1ccccc1F (stereo unspecified),6,-3,-207,/,-3,/,-10,-15,13
CCCN1C(=O)c2cc(C(=O)NCc3cccs3)ccc2C1O (stereo unspecified),13,12,-6,9,-8,-0.92,-7,9,8
COc1ccccc1C(=O)NC(CCSC)C(=O)NCC(c1ccco1)N(C)C (stereo unspecified),-6,25,-6,4,-20,0.27,-10,-12,-10
CS(=O)(=O)c1sc2nc(-c3cccs3)cc(-c3ccccc3)c2c1N,-3,-28,16,-6,12,0.15,-7,-14,-7
CC[n+]1c(/C=C2\C=C(C)CC(C)(C)C2)sc2ccccc21,3,10,-39,3,20,-0.42,-2,4,24
COC(=O)C1=C(C)N(C(C)C)C(=O)C1(NC(C)=O)C(F)(F)F (stereo unspecified),2,6,11,-2,14,0.1,-4,-12,5
CC(C)c1nnc(NC(=O)CCC(=O)Nc2ccc(F)cc2)s1,/,27,-32,-5,-36,-0.35,-3,-16,16
O=C(CSc1nc(-c2ccccc2)cc(=O)[nH]1)N1CCc2ccccc21,4,-6,-27,-9,-22,0.56,-2,3,12
CC(=O)OCc1nc2sc(C)c(C)c2c(=O)[nH]1,-3,-4,-10,/,-22,-0.37,7,-5,11
CCOC(=O)C1=C(Cc2ccc(F)cc2)C(=O)c2ccccc2C1=O,2,5,1,9,7,-0.026,-7,-17,15
CCCCn1c(=O)[nH]c2ccccc21,-12,-1,-62,6,-7,-0.11,-5,-18,5
CCCOC(=O)C1C2C=CC3(CN(c4cccc(Cl)c4)C(=O)C13)O2 (stereo unspecified),0,9,-16,7,-2,-0.26,-9,-3,19
CCN(CC)CC(C)CNC(=O)CC(C(=O)N1CCc2ccccc21)n1ccnc1 (stereo unspecified),-3,-8,0,13,2,0.73,-6,-5,-7
COc1ccc(S(=O)(=O)N(CC(=O)NCc2ccco2)c2ccccc2)cc1,-1,/,-8,-3,-44,0.46,-1,-1,-6
O=C(O)C1(NS(=O)(=O)c2ccc(F)c(Cl)c2)CCCCC1,-10,12,24,0,-3,1.1,-6,-9,-4
O=C(NCC1CCCO1)C1CC(c2ccccc2Cl)=NO1 (stereo unspecified),-5,-12,-17,8,12,0.47,28,1,-6
NC(=O)C1CCN(CC(=O)c2c[nH]c3ccc(F)cc23)CC1,-5,-4,-19,7,24,0.032,-15,2,-1

# 3 of the entries above in order of their number in VCAM1 TNFa inh, descending:
SMILES,VCAM1 TNFa inh
O=C(O)c1cccc(S(=O)(=O)Nc2ccc3oc(=O)sc3c2)c1,-8
O=C(Cn1cc(C(=O)C2CC2)c2ccccc21)NC1CCCC1,-9
COCCn1nnnc1C(C(C)C)N1CCC(Cc2ccccc2)CC1 (stereo unspecified),-10

# Screening results (PubChem BioAssay)
